High-throughput results: PubChem BioAssay, Sanford-Burnham Center for Chemical Genomics
Mdm2-MdmX inh: inhibitors of human Mdm2-MdmX association, primary screen, cell-based, luminescence, split luciferase, SaOS-2, uHTS; inhibition, % at 8 µM; Protein Mdm4 (Homo sapiens) + E3 ubiquitin-protein ligase Mdm2 (Homo sapiens), …; actives 3% (n = 330,000); SaOS-2 split-luciferase Mdm2/MdmX complementation;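 active means inhibition of at least 50% at 8 µM in the primary screen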
UPR CHOP act: activators of apoptotic CHOP UPR arm, primary screen, cell-based, CHO-CHOP luciferase reporter, luminescence, uHTS; UPR activation; percent of tunicamycin response over DMSO baseline; activation, % at 10 µM; actives 0.34% (n = 330,000);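 active means at 10 µM dose, activation of 40% or more, normalized to positive control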;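 further: 100% = tunicamycin at 10 µg/mL and 0% = DMSO alone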
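Evaluation: % reporter activation, DMSO baseline versus tunicamycin full activation; System: CHO-CHOP luciferase reporter cell line; Input: 500 cells/well; Incubation: 6 h compound treatment, 37 °C; Measured by: Steady-Glo luciferase luminescence; Dosing: one dose, 10 µM in 0.5% DMSO; Buffer or medium: F12 medium, 10% FBS; Benchmarks: positive tunicamycin 10 µg/mL, negative DMSO alone.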
tim10-1 inh: growth inhibitors of tim10-1 mutant yeast, primary screen, luminescence, uHTS; S. cerevisiae tim10-1 ts strain growth, BacTiter-Glo, 24 h; inhibition, % at 20 µM; actives 2.2% (n = 330,000);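 active means inhibition of at least 40%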;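 further: mutant grown at 25 °C; 0% = DMSO wells with yeast and 100% = wells holding no yeast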
APJ ag: agonists of human apelin receptor APJ, primary screen, CHO-K1 cells, PathHunter beta-arrestin, luminescence; 0% DMSO wells, 100% apelin; activation, % at 20 µM; P35414; AID 2520, 2010; actives 0.11% (n = 330,000);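 active means activation more than six SD over the plate average, tested at 20 µM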;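 further: 0% = DMSO alone and 100% = apelin-13 at 10 nM; some results filed as inactive read as strong as hits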
Target sequence (P35414 whole entry, looked up): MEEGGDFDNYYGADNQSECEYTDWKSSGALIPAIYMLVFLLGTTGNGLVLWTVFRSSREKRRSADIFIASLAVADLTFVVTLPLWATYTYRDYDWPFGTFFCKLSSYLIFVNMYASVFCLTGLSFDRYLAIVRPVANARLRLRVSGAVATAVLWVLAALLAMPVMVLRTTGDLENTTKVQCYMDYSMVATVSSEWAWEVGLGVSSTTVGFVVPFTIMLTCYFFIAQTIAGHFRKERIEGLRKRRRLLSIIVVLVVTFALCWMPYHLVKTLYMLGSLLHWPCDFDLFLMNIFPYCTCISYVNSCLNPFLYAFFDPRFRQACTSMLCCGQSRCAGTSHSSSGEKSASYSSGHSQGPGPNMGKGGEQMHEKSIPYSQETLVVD
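assay system = CHO-K1 APJ beta-arrestin complementation cell line | input = cell density 1000 per well | dosing = compound 20 µM once, DMSO 1% | timing = compound 90 min 25 °C, reagent 1 h | measured by = luminescence from split beta-galactosidase complementation, Galacton Star/Emerald II substrate | read-out basis = APJ agonist activity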
CXCR6 inh: CXCR6 receptor inhibitors, primary screen, cell-based, beta-arrestin, luminescence, CHO-K1 PathHunter, 1536-well; C-X-C chemokine receptor type 6 (Homo sapiens), O00574; inhibition, % at 20 µM; actives 0.36% (n = 360,000); in the data active means inhibition above about 34%, passing the limit was not always enough;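 further: antagonist mode with CXCL16 agonist at 10 nM final; 0% = 10 nM CXCL16 with DMSO and 100% = unstimulated wells without agonist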
Target sequence (O00574 whole entry, looked up): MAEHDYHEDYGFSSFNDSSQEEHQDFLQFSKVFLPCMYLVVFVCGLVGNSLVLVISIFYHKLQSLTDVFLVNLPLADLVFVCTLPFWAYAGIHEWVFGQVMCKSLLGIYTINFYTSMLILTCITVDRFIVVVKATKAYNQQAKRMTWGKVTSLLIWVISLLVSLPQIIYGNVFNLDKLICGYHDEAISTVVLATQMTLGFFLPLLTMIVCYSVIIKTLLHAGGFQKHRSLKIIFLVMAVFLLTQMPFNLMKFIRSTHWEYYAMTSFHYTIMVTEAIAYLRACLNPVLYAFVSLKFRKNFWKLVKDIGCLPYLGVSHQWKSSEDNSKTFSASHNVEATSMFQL
APJ antag: antagonists of human apelin receptor APJ, primary screen, CHO-K1 cells, beta-arrestin complementation, luminescence; P35414; inhibition, % at 20 µM; actives 0.32% (n = 330,000); AID 2521, 2010;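 active means inhibition above about 40% at 20 µM, limit read from the data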;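 further: cells challenged with 10 nM apelin-13 agonist together with compound; plate controls were apelin-13 plus DMSO wells for no effect and DMSO wells lacking apelin-13 for full effect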
TIM10 inh: growth inhibitors of isogenic TIM10 control yeast, primary screen, counter-screen for tim10-1 yeast inhibitor project, luminescence, uHTS; S. cerevisiae TIM10 strain growth, BacTiter-Glo luminescence, 24 h; inhibition, % at 10 µM; actives 1.4% (n = 330,000); AID 463195, 2010;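 active means inhibition of 40% or more at the single tested concentration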;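 further: wild-type TIM10 isogenic control strain grown at permissive 25 °C; 0% = DMSO yeast wells and 100% = minimal medium wells without yeast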
UPR XBP1 act: activators of adaptive XBP1 UPR arm, primary screen, cell-based, CHO-XBP1 luciferase reporter, luminescence, uHTS; activation, % at 20 µM; IRE1-XBP1 UPR activation; percent of tunicamycin response, DMSO as zero; actives 0.33% (n = 330,000);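 active means versus positive control, 20 µM dose yields 30% or more activation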;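 further: 100% = tunicamycin at 10 µg/mL and 0% = DMSO only wells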
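Material: CHO cell line with stable XBP1 luciferase reporter; buffer or medium: F12 medium containing 10% fetal bovine serum; compound: single point, 20 µM final compound, 1% DMSO; incubation: 6 h treatment, 37 °C; measured by: glow luminescence from Steady-Glo reagent; evaluation: activation, % of tunicamycin; control set: tunicamycin high, DMSO low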
tim23-1 inh: growth inhibitors of tim23-1 mutant yeast, primary screen, luminescence, uHTS; S. cerevisiae tim23-1 growth, BacTiter-Glo luminescence, 24 h; inhibition, % at 20 µM; actives 1.3% (n = 330,000);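 active means growth inhibition of the mutant yeast at or above 50%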;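 further: temperature-sensitive mutant grown at 25 °C; plate controls were DMSO-treated mutant yeast for no effect and medium wells lacking yeast for full effect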
Active calls of the source: *.

SMILES | Mdm2-MdmX inh | UPR CHOP act | tim10-1 inh | APJ ag | CXCR6 inh | APJ antag | TIM10 inh | UPR XBP1 act | tim23-1 inh
CCCOc1ccc(-c2nc(OCC)c3ccccc3n2)cc1 | 6 | -2.7 | 4 | -3 | -5 | 19 | 9 | 0 | -6
COCCN(C(=O)c1cccc(-n2cnnn2)c1)c1c(N)n(CC(C)C)c(=O)[nH]c1=O | 13 | -1.4 | 7 | -3 | 1 | -23 | 3 | 0 | -1
O=C(c1ccc(Cl)c(S(=O)(=O)N2CCCCC2)c1)N1CCCCC1 | 13 | -2.5 | 20 | -9 | 6 | 21 | 14 | 14 | 33
COc1ccc(-c2nnc(SC(=O)N3c4ccccc4Sc4ccccc43)o2)cc1 | 69* | 33 | 10 | 4 | 6 | -32 | 22 | -3 | 28
COc1ccc(N/N=C(\C#N)C(=N)N2CCOCC2)cc1 | -49 | 2.2 | 15 | 2 | 5 | 0 | -3 | 4 | 11
COC(=O)c1cccc(COC(=O)c2ccccc2NC(=O)c2ccco2)c1 | 21 | -1.0 | 11 | -8 | -1 | 0 | 20 | 0 | 4
O=C(Cc1ccccc1)NN1C(=O)C2C3C=CC(C3)[C@@H]2C1=O (stereo partly specified) | 14 | -3.5 | 9 | 0 | 5 | -3 | -1 | -2 | 3
CN1CCCN(S(=O)(=O)c2ccccc2)CC1 | -26 | -1.7 | 4 | -3 | 1 | -12 | -10 | 6 | -5
Cc1ccccc1Cc1c(C)nc2c(C(=O)NCc3ccc4c(c3)OCO4)cnn2c1C | -5 | 0.8 | 19 | -4 | 13 | 6 | 12 | 0 | 2
COc1ccccc1N(C(=O)c1snc(C(N)=O)c1N)C(C(=O)NC1CCCCC1)c1cccc(OC)c1OC (stereo unspecified) | -32 | -0.5 | 18 | 1 | 13 | 13 | -11 | 4 | 12
c1ccc2cc(OCCN3CCCC3)ccc2c1 | 2 | -1.3 | -25 | 2 | -2 | -23 | -12 | 1 | 2
CCCC(=O)Nc1nnc(CCN2CCCCC2)s1 | 7 | -0.2 | 5 | -2 | -2 | 11 | 4 | -1 | 4
COc1ccc(NC(=O)CSc2nc(N)c3cc4c(nc3n2)CC(C)(C)OC4)cc1 | 16 | -0.1 | -7 | -1 | 1 | 6 | -2 | 2 | -7
CC(=O)c1cc(CN2CCN(CCC(C)C)C(CCO)C2)cs1 (stereo unspecified) | -12 | -0.6 | 12 | -3 | -4 | -3 | -2 | -5 | 9
CC(C)C[C@H](NC(=O)N1CC(=O)Nc2ccccc21)C(=O)N[C@@H](Cc1ccccc1)C(=O)O | 10 | -2.0 | -12 | -2 | 4 | 11 | -1 | -1 | 2
COCCCNC(=O)CNC(=S)N(Cc1ccccc1F)C1CCCCC1 | 2 | -2.6 | 9 | -4 | 4 | 15 | 19 | 1 | 19
CCc1noc(C)c1C(=O)N1CCCSC1=Nc1ccccc1OC | 20 | 2.6 | -1 | -3 | -1 | 22 | 2 | -1 | 8
O=C(Nc1ccc(O)cc1C(=O)O)c1cccs1 | 30 | -1.5 | 7 | -3 | 4 | -2 | 0 | -2 | 2
CCOC(=O)C1=C(C)Nc2sc(C(=O)c3ccc(C)cc3)c(N)c2C1c1ccc(C(=O)OC)cc1 (stereo unspecified) | 39 | 1.5 | 26 | -3 | 9 | 2 | 7 | -1 | 11
Cc1cccc2nc(CSc3nnc(N)s3)cn12 | 5 | 3.6 | 10 | -1 | 4 | -2 | 3 | 0 | -11
CN(C)CCCn1c(NC(=O)C2CCCCC2)nc2ccccc21 | 14 | -2.5 | -12 | -2 | 4 | -15 | -15 | -2 | -9
Nc1ccc(N)c(C(=O)O)c1 | 12 | -0.3 | -2 | 9 | -3 | -38 | -8 | -1 | -10
CNc1ccccc1-c1nc2ccccc2n(C)c1=O | -21 | 1.1 | 10 | 2 | 5 | -3 | 6 | -2 | 5
CCc1nnc(NC(=O)CSCc2cc(=O)n3nc(C)sc3n2)s1 | 0 | 1.1 | 4 | 0 | 3 | 15 | -3 | -5 | 1
COc1ccccc1NC(=O)N(CCN1CCOCC1)Cc1cc2cc(C)cc(C)c2[nH]c1=O | 14 | -0.9 | 3 | -2 | -1 | -17 | 8 | 1 | 2
SMILES | Mdm2-MdmX inh | UPR CHOP act | tim10-1 inh | APJ ag | CXCR6 inh | APJ antag | TIM10 inh | UPR XBP1 act | tim23-1 inh
O=C(CCSCc1ccc(Cl)cc1)NCc1ccco1 | 4 | -2.1 | 8 | -2 | 4 | 14 | 28 | -1 | 22
O=C(CSc1ncn(-c2ccccc2)n1)c1cccs1 | -168 | 5.2 | 28 | 4 | 2 | -3 | 48* | 1 | 16
CSCc1cc(N2CCOCC2)nc(-c2ccccc2)n1 | 17 | 2.6 | 16 | -3 | -2 | -29 | -10 | -2 | 16
O=C1c2ccccc2C(=O)N1CC1c2ccccc2CCN1C(=O)CN1CCOCC1 (stereo unspecified) | 13 | 1.1 | 15 | -4 | 4 | 5 | -4 | 1 | 6
C=CCSc1nnc(-c2nnc(SCC=C)n2-c2ccccc2)n1-c1ccccc1 | -4 | -1.8 | 24 | 3 | 12 | 10 | 5 | -2 | 14
COc1ccc(NC(=O)N2CCC(Cc3ccccc3)CC2)cc1 | 15 | 3.3 | 15 | -1 | -2 | -8 | 9 | -2 | 13
CC(C)(C)c1ccc(N/N=C(\C#N)S(=O)(=O)C(C)(C)C)cc1 | 26 | -2.5 | 4 | -4 | 7 | 19 | 10 | -2 | 1
Cc1nnc(NC(=O)c2ccccc2Oc2ccccc2)s1 | 20 | 0.1 | 19 | -2 | -7 | -12 | 25 | 3 | 29
CC(C)c1ccc(OCc2ccc(C(=O)NN3CCN(C)CC3)o2)cc1 | 13 | 3.5 | 19 | -1 | 6 | 19 | 6 | 1 | -7
Cc1cc(C)c(C)c(S(=O)(=O)NCc2ccc(C(=O)NCC3CCCO3)cc2)c1C (stereo unspecified) | 12 | -1.1 | 7 | 0 | 1 | -6 | 12 | -5 | 4
CC1CCN(C(=O)CSc2ccc(-c3ccc4c(c3)OCCO4)nn2)CC1 | -2 | 1.8 | 19 | 1 | -5 | 9 | 6 | 3 | 7
CN(CC(=O)NCCCc1ccccc1)S(=O)(=O)c1ccc(Br)cc1 | 6 | -2.3 | 15 | 1 | 7 | 15 | 0 | -5 | 37
Cc1c(OCC(=O)N(C)c2ccccc2)ccc2c3c(c(=O)oc12)CCC3 | 21 | 2.4 | 5 | -2 | 0 | -13 | 9 | -2 | 30
O=C(O)c1cccc(COc2cccc3ccccc23)c1 | -70 | -5.3 | 26 | 0 | 10 | 20 | 19 | -9 | 21
O=C(NCc1ccccc1)c1ccc2c(=O)n(CCCN3CCCC3=O)c(=S)[nH]c2c1 | 5 | 0.5 | -4 | -3 | 3 | -2 | -5 | 2 | 7
CSc1nc(N)c(C#N)c(-c2ccccc2Cl)c1C#N | 58* | -1.3 | -10 | -3 | 4 | 12 | -8 | 0 | -8
CCn1c(SCC(=O)N2CCCCC2)nc2c(c1=O)SCC2 | 11 | -2.3 | 17 | 10 | -11 | 4 | 3 | -3 | 6
N=c1sccn1CC(=O)Nc1ccc(Cl)c(S(=O)(=O)N2CCOCC2)c1 | 21 | 0.3 | 14 | -1 | -6 | 9 | 12 | -4 | 13
CC(C)(C)c1cc(NC(=O)Nc2ccccc2OC(F)(F)F)no1 | 34 | -2.0 | 33 | 0 | -1 | -17 | 18 | 8 | 28
CCc1nnc(NC(=O)CSc2nc3cccnc3n2Cc2ccccc2)s1 | 0 | -2.6 | 12 | -8 | 7 | 5 | -25 | 1 | -15
CC(C)N(C(=O)CSc1n[nH]c(=O)n1CCc1ccccc1)C(C)C | 4 | 7.4 | 2 | -2 | -4 | 8 | 4 | 7 | 17
CCc1noc(C)c1C(=O)N1CCN(S(=O)(=O)c2cc(C)ccc2C)CC1 | 2 | -0.2 | 9 | 0 | -12 | 7 | 11 | -6 | -5
Cc1ccc(-c2ccc(CCC(=O)O)n2NC(=O)c2ccc([N+](=O)[O-])cc2)cc1 | 11 | -0.9 | 13 | 3 | -8 | -1 | -9 | -3 | -7
C=CCOc1ccccc1C1C2=C(CC(C)(C)CC2=O)Nc2c1c(=O)n(C)c(=O)n2C (stereo unspecified) | -7 | -2.1 | 11 | -3 | -3 | 4 | 5 | 2 | 14
COc1cccc(OCC(O)CN2CCN(C(c3ccccc3)c3ccccc3)CC2)c1 (stereo unspecified) | 23 | -0.4 | -16 | 1 | 0 | -15 | -17 | 0 | -10

Complete entries as entered above. Values in the order: Mdm2-MdmX inh	UPR CHOP act	tim10-1 inh	APJ ag	CXCR6 inh	APJ antag	TIM10 inh	UPR XBP1 act	tim23-1 inh
Profile of CN(CC(=O)NCCCc1ccccc1)S(=O)(=O)c1ccc(Br)cc1 : 6	-2.3	15	1	7	15	0	-5	37
Profile of Cc1cc(C)c(C)c(S(=O)(=O)NCc2ccc(C(=O)NCC3CCCO3)cc2)c1C (stereo unspecified) : 12	-1.1	7	0	1	-6	12	-5	4
Profile of O=C(CCSCc1ccc(Cl)cc1)NCc1ccco1 : 4	-2.1	8	-2	4	14	28	-1	22

(next part)
SMILES | Mdm2-MdmX inh | UPR CHOP act | tim10-1 inh | APJ ag | CXCR6 inh | APJ antag | TIM10 inh | UPR XBP1 act | tim23-1 inh
O=C(O)C1C2C=CC(C2)C1C(=O)Nc1cccc(Cl)c1 (stereo unspecified) | 15 | -1.1 | -3 | -3 | 5 | 12 | -11 | -2 | 2
O=C(COc1ccc(Br)cc1CNCCCN1CCOCC1)Nc1ccccc1 | 33 | 1.4 | 6 | -2 | 4 | -1 | 4 | 1 | -10
COc1ccccc1C(CNC(=O)c1ccc(OCc2c(C)noc2C)cc1)N1CCCC1 (stereo unspecified) | 4 | 2.2 | -4 | -5 | 8 | 1 | -6 | -1 | 0
CCOC(=O)c1oc2cc(O)cc(C)c2c(=O)c1-c1cscn1 | 7 | 0.0 | -13 | -3 | 2 | 12 | -5 | 3 | 2
CC(C)Cc1nnc(NC(=O)c2ccc(N3CCCC3=O)cc2)s1 | -15 | 0.9 | 13 | -3 | 3 | 19 | -3 | 2 | 9
CCCCOc1ccc(-c2nnn(CC(=O)Nc3ncc(CC(=O)OCC)s3)n2)cc1 | -1 | 1.8 | -6 | 2 | -14 | -6 | 1 | -2 | -4
CCOC(=O)C1(CC2CCCCO2)CCN(C(=O)Nc2ccc3c(c2)OCO3)CC1 (stereo unspecified) | 27 | 0.8 | 0 | -4 | 6 | -19 | -11 | -4 | 9

These rows are one share of the data (hit frequency here may not be typical).
